ADAM17 inh: ADAM17 inhibitors, primary screen, biochemical, QFRET; AID 720648, 2013; inhibition, % at 6.95 µM; Disintegrin and metalloproteinase domain-containing protein 17 (Homo sapiens), P78536; recombinant ADAM17, EDANS/DABCYL FRET peptide cleavage; actives 0.83% (n = 370,000);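 active = inhibition above the mean of compounds lying between control limits plus 3 SD, set per campaign, cut at about 8.5% in these data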;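 note: 0% = DMSO-only wells as the low control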
DDE Tn6 FP inh: inhibitors of Tn6 peptide binding to fibrin DD(E), primary screen, biochemical, fluorescence polarization, human fibrin, Tn6 probe; Fibrin DD(E) TRITC-Tn6 fluorescence polarization displacement; inhibition, % at 8.3 µM; actives 0.21% (n = 370,000); AID 720509, 2013;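 active = inhibition above a per-campaign cutoff: mean of compounds within control limits plus 3 SD, cut at about 15% in these data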;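 note: 0% = median of all compound wells on the plate and 100% = blocking peptide control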
Target sequence (P02675 whole entry, looked up): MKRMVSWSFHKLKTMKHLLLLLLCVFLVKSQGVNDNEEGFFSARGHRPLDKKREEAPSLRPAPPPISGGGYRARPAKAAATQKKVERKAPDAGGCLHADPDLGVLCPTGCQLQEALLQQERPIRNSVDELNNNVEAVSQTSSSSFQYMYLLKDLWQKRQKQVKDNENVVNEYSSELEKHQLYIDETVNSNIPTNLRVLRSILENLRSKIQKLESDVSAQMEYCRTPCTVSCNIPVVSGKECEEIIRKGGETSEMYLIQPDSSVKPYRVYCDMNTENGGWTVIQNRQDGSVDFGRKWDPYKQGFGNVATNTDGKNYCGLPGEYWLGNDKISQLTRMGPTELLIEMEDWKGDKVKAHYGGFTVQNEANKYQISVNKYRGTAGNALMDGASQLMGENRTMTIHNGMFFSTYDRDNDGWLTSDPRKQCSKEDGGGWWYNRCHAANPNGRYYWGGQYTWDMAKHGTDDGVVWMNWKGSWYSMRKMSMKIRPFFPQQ
UHRF1 MBD2 ctr: UHRF1 methylated DNA binding inhibitors, primary screen, counter-screen for MBD2 inhibitor project, biochemical, TR-FRET, human UHRF1, single concentration | E3 ubiquitin-protein ligase UHRF1 (Homo sapiens), Q96T88 | UHRF1 binding to methylated oligo | inhibition, % at 4.4 µM | actives 0.75% (n = 370,000); in the data active = inhibition above about 21%;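 note: UHRF1 SRA domain binding a hemimethylated CpG hairpin DNA probe; 0% = median of test compound wells and 100% = reference inhibitor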
PLC-gamma1 inh: PLC-gamma1 enzyme inhibitors, primary screen, biochemical, fluorescence, purified enzyme; 1-phosphatidylinositol 4,5-bisphosphate phosphodiesterase gamma-1 (Homo sapiens), P19174; fluorogenic substrate; inhibition, % at 12.2 µM; actives 0.84% (n = 370,000); AID 720700, 2013; in the data active = inhibition above about 9.5%
PLCb3 inh: human PLC-beta3 inhibitors, primary screen, biochemical, fluorescence; 1-phosphatidylinositol 4,5-bisphosphate phosphodiesterase beta-3 (Homo sapiens), Q01970; Purified PLC-beta3, fluorogenic substrate; inhibition, % at 12.2 µM; actives 0.18% (n = 370,000); AID 720704, 2013; in the data active = inhibition above about 11%;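 note: 0% = median of compound wells on plate and 100% = full blocker control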
KLK7 zymogen act: proKLK7 zymogen activators, primary screen, biochemical, fluorescence intensity. actives 0.9% (n = 370,000). AID 652039, 2013. activation, % at 7 µM. Kallikrein-7 (Homo sapiens), P49862. purified proKLK7, EDANS-DABCYL substrate fluorescence; 100% is mature enzyme control, 0% vehicle;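 active = activation above the mean of all tested compounds plus 3 SD, computed per campaign excluding outliers beyond control limits, cut at about 13% in these data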
DDE Tn7 FP inh: inhibitors of Tn7 peptide binding to fibrin DD(E), primary screen, biochemical, fluorescence polarization, human fibrin, Tn7 probe; FP displacement of FITC-Tn7 peptide from fibrin DD(E); 0% = median of compound wells per plate; Fibrinogen beta chain (Homo sapiens), P02675; inhibition, % at 8.3 µM; actives 0.13% (n = 370,000);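 active = inhibition above the mean of compounds falling within the control limits plus 3 SD of them, cut at about 14% in these data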;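 note: 0% = plate median of compound wells and 100% = 10 µM Aha-Tn7 peptide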
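Test system – human fibrin DD(E) · Times – 10 min preincubation, 3 h with tracer, room temperature · Detection – fluorescence polarization of the labelled Tn7 tracer · Measure – percent inhibition normalized to high-control wells · Benchmarks – high control wells with 10 µM unlabelled Aha-Tn7 peptide (full inhibition) · Repeats – singlicate testing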
ASAP1 inh: inhibitors of human ASAP1 ArfGAP activity, primary screen, biochemical, fluorescence polarization; ASAP1-stimulated ARF1 GTP hydrolysis, GDP FP detection; inhibition, % at 16.5 µM; actives 0.19% (n = 360,000); in the data active = inhibition above about 25%;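 note: 0% = vehicle with enzyme and substrate and 100% = no enzyme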
Target sequence (Q9ULH1 325-724 limits assumed): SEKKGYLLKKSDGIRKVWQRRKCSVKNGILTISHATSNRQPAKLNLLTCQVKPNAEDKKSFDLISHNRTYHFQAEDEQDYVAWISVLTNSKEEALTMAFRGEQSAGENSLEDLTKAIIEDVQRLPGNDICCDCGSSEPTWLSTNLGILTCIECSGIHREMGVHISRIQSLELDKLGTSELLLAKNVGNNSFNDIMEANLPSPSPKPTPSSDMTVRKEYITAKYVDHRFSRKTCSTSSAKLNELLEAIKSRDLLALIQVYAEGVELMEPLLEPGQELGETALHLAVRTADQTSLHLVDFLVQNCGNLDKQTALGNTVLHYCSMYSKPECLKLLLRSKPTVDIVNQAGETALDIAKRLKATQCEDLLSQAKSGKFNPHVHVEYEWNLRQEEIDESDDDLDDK
ARFGAP1 inh: inhibitors of rat ARFGAP1 GAP activity, primary screen, biochemical, fluorescence polarization, GDP tracer. Arfgap1-stimulated ARF1 GTP hydrolysis, GDP FP detection. actives 0.26% (n = 360,000). inhibition, % at 16.5 µM;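 active = inhibition above a per-plate limit, mean inhibition of low control wells plus 3 SD, cut at about 25% in these data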;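 note: 0% = DMSO wells with enzyme and 100% = wells lacking Arfgap1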
Target sequence (Q62848 1-136 limits assumed): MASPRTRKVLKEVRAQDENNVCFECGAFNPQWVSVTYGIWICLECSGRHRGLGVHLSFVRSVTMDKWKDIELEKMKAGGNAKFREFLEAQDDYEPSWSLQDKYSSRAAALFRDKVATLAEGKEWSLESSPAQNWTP
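Material: truncated rat Arfgap1 GAP domain; Incubation: compound-enzyme preincubation 20 min, reaction 120 min, detection 60 min, 25 °C; Read-out: percent inhibition of Arfgap1-stimulated GTP hydrolysis; Technique: FP, GDP Alexa 633 tracer displaced from anti-GDP antibody, 620/688 nm; Controls: No-Arfgap1 wells (100%) versus DMSO full-reaction wells (0%); Replication: single well per compound.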
MBD2 inh: inhibitors of MBD2 binding to methylated DNA, primary screen, biochemical, TR-FRET, DNA-binding domain, human; Methyl-CpG-binding domain protein 2 (Homo sapiens), Q9UBB5; actives 0.31% (n = 370,000); inhibition, % at 4.4 µM; MBD2 binding to methylated oligonucleotide; in the data active = inhibition above about 13%
* hit, by the source's call; i = inactive; x = no result given.

Fields: ADAM17 inh	DDE Tn6 FP inh	UHRF1 MBD2 ctr	PLC-gamma1 inh	PLCb3 inh	KLK7 zymogen act	DDE Tn7 FP inh	ASAP1 inh	ARFGAP1 inh	MBD2 inh
1	CC(=O)OC1CCC2(C)C(CCC3C2CC(=O)C2(C)C3CC(C3CCCC3=O)C2C(C)=O)C1 (configuration not stated)
→ 0.3	5.5	-0.2	4.1	1.8	-0.3	-0.9	-0.6	0.8	3.2
2	O=C(CNS(=O)(=O)c1ccc(Br)s1)NCC1COc2ccccc2O1 (configuration not stated)
→ -4.2	-2.9	12.5	-1.4	-3.3	0.9	-2.2	0.7	-16.0	5.4
3	Cc1ccc(/C=N/NC(=O)C2=NNC(c3ccccc3)(c3ccccc3)C2)c(O)c1
→ -0.3	0.8	-11.3	-12.1	-12.2	-5.6	-0.2	-10.5	-1.4	-9.4
4	O=C(NCc1ccc2c(c1)OCO2)Nc1ccc2nsnc2c1
→ -4.6	1.2	-1.9	-35.1	-35.9	0.8	0.9	4.2	4.7	0.2
5	COc1cccc(CN(C)C(=O)CC[C@H]2O[C@@H](n3ccc(=O)[nH]c3=O)[C@H](O)[C@@H]2O)c1
→ -1.4	2.0	0.6	-0.1	3.3	-0.1	6.9	-1.8	0.3	0.9
6	COc1ccc(Oc2c(-c3ccc(O)cc3O)n[nH]c2C)cc1
→ 3.6	-2.1	0.0	0.2	-4.7	0.0	-0.9	8.7	4.1	2.6
7	CNC(=S)N(Cc1ccccc1)Cc1cccnc1
→ 2.0	1.3	0.6	4.3	-2.6	-0.4	-1.4	-10.7	10.4	-7.4
8	CCc1nc2ccc(C(=O)NCCCN3CCCC3=O)cn2c1N(C)Cc1ccc(OC)cc1
→ 2.1	4.0	-2.5	6.0	-4.9	0.2	-0.9	5.5	-4.4	-2.1
9	COc1cccc(/C=N/n2c(N)nc3ccccc32)c1OC
→ -0.6	2.6	-1.6	-3.0	-2.1	1.3	0.5	-5.5	21.8	5.4
10	CCOC(=O)c1ccccc1NC1c2ccccc2C(=O)N1c1ccc(C)cn1 (configuration not stated)
→ -4.9	-1.0	2.4	1.4	-1.2	0.1	-0.3	-0.5	-2.7	2.2

Next section (four carried over from the part before).
Fields: ADAM17 inh	DDE Tn6 FP inh	UHRF1 MBD2 ctr	PLC-gamma1 inh	PLCb3 inh	KLK7 zymogen act	DDE Tn7 FP inh	ASAP1 inh	ARFGAP1 inh	MBD2 inh
7	CNC(=S)N(Cc1ccccc1)Cc1cccnc1
→ 2.0	1.3	0.6	4.3	-2.6	-0.4	-1.4	-10.7	10.4	-7.4
8	CCc1nc2ccc(C(=O)NCCCN3CCCC3=O)cn2c1N(C)Cc1ccc(OC)cc1
→ 2.1	4.0	-2.5	6.0	-4.9	0.2	-0.9	5.5	-4.4	-2.1
9	COc1cccc(/C=N/n2c(N)nc3ccccc32)c1OC
→ -0.6	2.6	-1.6	-3.0	-2.1	1.3	0.5	-5.5	21.8	5.4
10	CCOC(=O)c1ccccc1NC1c2ccccc2C(=O)N1c1ccc(C)cn1 (configuration not stated)
→ -4.9	-1.0	2.4	1.4	-1.2	0.1	-0.3	-0.5	-2.7	2.2
11	N#Cc1ccccc1NC(=O)c1ccc2c(c1)OCO2
→ -1.8	2.3	-5.3	0.4	-6.4	0.3	5.3	-0.7	-11.2	4.7
12	O=C(/C=C/c1ccco1)N1CCc2ccccc21
→ 2.7	1.9	-1.6	3.5	-4.7	-0.1	-4.9	1.4	3.4	-0.6
13	CCN1C(=NCc2ccc(OC)cc2)N[C@@H](c2ccccc2)C(C(=O)OC)=C1C
→ -4.7	0.1	-1.9	2.7	1.4	-0.3	0.9	0.1	-1.1	2.7
14	Cn1cc(SCC(=O)NCCc2ccccc2)c2ccccc21
→ 1.0	-6.1	1.1	1.7	0.3	-0.2	-6.3	3.4	8.0	-2.8
15	COc1ccc(CCN2CC(C(=O)NCc3ccc(F)cc3)CC2=O)cc1OC (configuration not stated)
→ 0.2	1.7	7.4	1.7	-1.7	-0.8	2.2	-0.7	-0.7	2.7
16	COC(=O)CCC(C)C1CCC2C3CCC4CC(O)CCC4(C)C3CC(O)C12C (configuration not stated)
→ 7.9	-1.1	-1.6	4.7	3.3	0.6	-2.4	-3.2	-0.3	-1.7
17	COc1ccccc1C1CC(=O)Oc2cc(O)ccc21 (configuration not stated)
→ -1.9	-3.1	-0.8	-1.7	-2.8	-0.3	1.2	5.8	-2.1	3.4
18	Cc1cc(C)n(-c2ccc(C(=O)OCC(=O)N(CC(C)C)C3CCS(=O)(=O)C3)cc2)n1 (configuration not stated)
→ -1.7	4.6	-0.5	0.2	0.8	-0.3	7.1	-13.4	-2.2	-1.3
19	Cc1cccc(NC(=O)Cc2ccc(NC3=NC4CS(=O)(=O)CC4S3)cc2)c1 (configuration not stated)
→ 2.3	-6.2	-0.4	9.7*	4.3	-1.3	-6.9	3.3	-2.4	-1.7
20	Fc1ccc(Cn2ccc3ccc(-c4ccc5ccn(Cc6ccc(F)cc6F)c5c4)cc32)c(F)c1
→ -28.3	-6.3	-4.8	-81.4	-119.4	-0.9	3.0	x	x	-9.4
21	COc1cc(OC)nc(/N=C/NO)n1
→ 0.3	-3.9	-2.3	5.5	-3.4	0.2	4.6	16.4	-3.5	-3.1
22	Cc1cccc2c1-c1sc(C(=O)Nc3cccnc3)cc1CO2
→ -279.0	-13.0	-4.0	i	i	-21.8	-2.8	3.2	12.0	-1.3
23	CCCc1nc(N)sc1C(=O)OCC
→ -4.0	-6.6	-2.2	-2.9	1.5	0.4	-3.5	-4.6	3.2	0.1
24	O=C(NNc1c2ccccc2nc2ccccc12)C12CC3CC(CC(C3)C1)C2
→ -23.5	-1.5	5.8	-8.1	-17.2	0.6	1.5	-10.9	8.5	3.3
25	COc1ccc(N=c2oc3cc(O)ccc3cc2C(=O)NCC2CCCO2)cc1 (configuration not stated)
→ i	-0.3	0.2	-370.5	-468.4	16.4*	-6.0	-4.4	10.8	-1.3
26	COc1ccc(CNC(=O)c2ccc(S(=O)(=O)NCc3ccco3)cc2)cc1
→ 6.5	-2.7	0.9	6.8	-8.4	0.3	0.6	-0.5	-1.1	2.2
27	CCOC(=O)COc1ccccc1/C=N/O
→ 2.9	5.0	1.1	3.6	4.8	-0.1	-1.8	5.2	6.9	-6.1
28	CCOC(=O)N1CCC(=NNC(=O)Cn2ccc(C(F)(F)F)n2)CC1
→ 1.0	1.0	2.3	-4.3	-1.7	-0.8	-2.6	-0.4	9.6	-3.9
29	CC(C)CNC1=CC(=O)CC(c2ccco2)C1 (configuration not stated)
→ -4.9	-1.7	-0.2	-4.5	-6.9	0.3	9.1	-3.8	-14.8	-0.1
30	Cc1nn(CC(=O)Nc2ccc3c(c2)CCC3)c(C)c1[N+](=O)[O-]
→ 2.2	2.9	-0.9	1.4	-1.3	0.8	-0.3	5.2	2.1	0.7
31	Clc1cccc(-c2nc3ccc(Br)cn3c2Cc2ccccc2)c1
→ -4.7	0.3	9.5	-8.8	-10.2	-0.2	-1.0	-8.1	-7.9	2.1
32	O=C(O)c1ccc(-n2c(-c3cc(-c4ccco4)[nH]n3)n[nH]c2=S)cc1
→ 3.1	9.5	83.3*	31.4*	8.9	-0.3	-1.2	3.8	-7.0	26.8*
33	O=C(C1=NN(c2ccccc2)C2C(=O)N(c3cccc(Cl)c3)C(=O)C12)c1ccccc1 (configuration not stated)
→ -4.8	-8.5	2.3	-351.6	-373.0	-0.4	7.8	3.1	11.1	4.1
34	O=C(NNc1ccc([N+](=O)[O-])cc1)C1CC1c1ccccc1 (configuration not stated)
→ 2.9	7.2	-0.1	0.6	-21.3	-0.5	3.8	-5.0	-2.7	-4.4
35	CC1(C)N=C(/C=N/O)CN1O
→ 1.4	3.1	0.3	0.6	0.8	-0.1	0.9	22.9	12.6	-8.5
36	COc1ccc(NC(=O)CN(C)S(=O)(=O)c2cccc3nsnc23)cc1OC
→ -2.2	0.8	-2.5	4.6	4.1	0.1	2.0	-10.3	0.3	-5.9
37	COc1ccc(NC(=O)CC(C)C)c([N+](=O)[O-])c1
→ -0.4	1.7	-2.0	4.3	5.5	1.0	-6.7	-3.4	5.4	-1.3
38	COc1cc(Cc2ccc(N)c(OC)c2)ccc1N
→ -1.6	10.1	-3.4	3.9	3.4	-0.6	-6.2	-8.6	-4.3	0.7
39	CCC1Sc2ccc(S(=O)(=O)CCC(=O)Nc3ccc(NC(C)=O)cc3)cc2NC1=O (configuration not stated)
→ -1.0	6.7	-1.9	2.9	-5.4	0.7	-1.7	1.3	-10.4	2.4
40	O=C(NC(C(=O)N/N=C/c1cccc2ccccc12)c1n[nH]c(=O)c2ccccc12)c1ccccc1 (configuration not stated)
→ 7.4	-6.2	-1.8	2.5	0.0	-6.1	4.0	0.6	2.5	-5.5
41	O=C(NC1CCCCC1)c1cc([N+](=O)[O-])ccc1N1CCCC1
→ 2.2	-4.1	-2.8	0.7	-4.7	0.3	-6.6	-3.2	-3.6	-8.5
42	COc1ccc(Cl)cc1N1C(=O)C2CCCN2C1c1sccc1C (configuration not stated)
→ -0.5	-1.0	0.4	2.5	1.1	-0.7	-5.4	4.1	1.9	-2.7
43	COc1ccc(S(=O)(=O)N2CCCOC2CNC(=O)C(=O)NCCc2ccco2)cc1OC (configuration not stated)
→ 1.2	7.5	-2.6	-0.6	-5.4	0.4	-0.3	7.9	10.1	-1.7
44	CCOC(=O)COc1cc2c3c(c(=O)oc2cc1C)CCCC3
→ -20.9	3.2	3.6	-20.9	-27.8	0.5	-4.0	-4.5	8.6	0.6
45	O=C(/C=C/c1ccc(F)cc1)Nc1cccc(S(=O)(=O)N2CCOCC2)c1
→ 1.4	2.1	-0.1	0.6	-2.9	0.6	6.5	5.2	10.8	1.4
46	Cc1cccn2c(/C=N/OCc3cccc(F)c3)c(-c3ccc(Cl)cc3)nc12
→ -4.6	-4.2	22.8*	-2.7	-4.8	0.1	-1.9	3.2	3.3	7.7
47	Cc1cc(Cl)ccc1OCCCC(=O)Nc1cc(S(=O)(=O)N2CCOCC2)ccc1N1CCOCC1
→ -2.8	0.0	-1.9	-2.3	-9.5	0.3	3.0	7.7	-7.0	-5.0

High-throughput results: PubChem, The Scripps Research Institute Molecular Screening Center
